Screening data as filed in PubChem.
ASAP1 inh = blocks human ASAP1-stimulated Arf1 GTP hydrolysis; Q9ULH1; GDP FP detection; inhibition, % at 16.5 µM; 360,000 tested, 0.19% active; AID 624377; in the data active = inhibition above about 25%;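 note: 0% = vehicle with enzyme and substrate and 100% = no enzyme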
ADAM10 inh = inhibits human ADAM10 | O14672 | recombinant ADAM10, EDANS/DABCYL FRET peptide cleavage, 3 h | inhibition, % at 7 µM | 370,000 tested, 0.62% active;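 active = inhibition above a per-campaign cutoff equal to the mean of compounds falling between control-based bounds plus 3 SD, cut at about 20% in these data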;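 note: 0% = DMSO wells while the 100% control is not disclosed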
GC-B act = GC-B (human) receptor activation; AID 1920062; activation, % at 10 µM; HEK293-GC-B cells, CNP EC30, cGMP TR-FRET; 0% at EC30 CNP, 100% saturating CNP; 370,000 tested, 0.11% active;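 active = activation at 10 µM reaching about 35% in either raw or pattern-adjusted values, limit read from the data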
GAA850 FXN act = activators of GAA850 frataxin (FXN) promoter | HEK293 lucGAA850 FXN promoter luciferase reporter, 24 h; percent of 10 µM SAHA response | activation, % at 6 µM | 360,000 tested, 0.56% active;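 active = activation above the average of all compounds screened plus 3 SD, cutoff fixed separately per campaign, cut at about 7.5% in these data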;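 note: 0% = DMSO wells and 100% = 10 µM SAHA wells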
KLK7 zymogen act = activates the human kallikrein-7 zymogen; P49862; purified proKLK7, EDANS-DABCYL substrate fluorescence; 100% is mature enzyme control, 0% vehicle; activation, % at 7 µM; 370,000 tested, 0.9% active; AID 652039;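 active = activation above the mean of all tested compounds plus 3 SD, computed per campaign excluding outliers beyond control limits, cut at about 13% in these data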
Target sequence (P49862 whole entry, looked up): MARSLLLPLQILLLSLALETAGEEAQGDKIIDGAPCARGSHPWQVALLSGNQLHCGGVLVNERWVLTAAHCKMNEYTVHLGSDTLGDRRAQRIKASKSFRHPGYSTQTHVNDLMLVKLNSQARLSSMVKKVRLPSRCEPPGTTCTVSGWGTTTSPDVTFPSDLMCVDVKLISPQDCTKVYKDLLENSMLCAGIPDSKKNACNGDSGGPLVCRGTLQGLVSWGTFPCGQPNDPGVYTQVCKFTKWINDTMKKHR
DDE Tn6 FP inh = disrupts Tn6 cyclic peptide binding to fibrin D-Dimer-E complex; P02675; Fibrin DD(E) TRITC-Tn6 fluorescence polarization displacement; inhibition, % at 8.3 µM; 370,000 tested, 0.21% active; AID 720509;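 active = inhibition above a per-campaign cutoff: mean of compounds within control limits plus 3 SD, cut at about 15% in these data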;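 note: 0% = median of all compound wells on the plate and 100% = blocking peptide control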
Target sequence (P02675 whole entry, looked up): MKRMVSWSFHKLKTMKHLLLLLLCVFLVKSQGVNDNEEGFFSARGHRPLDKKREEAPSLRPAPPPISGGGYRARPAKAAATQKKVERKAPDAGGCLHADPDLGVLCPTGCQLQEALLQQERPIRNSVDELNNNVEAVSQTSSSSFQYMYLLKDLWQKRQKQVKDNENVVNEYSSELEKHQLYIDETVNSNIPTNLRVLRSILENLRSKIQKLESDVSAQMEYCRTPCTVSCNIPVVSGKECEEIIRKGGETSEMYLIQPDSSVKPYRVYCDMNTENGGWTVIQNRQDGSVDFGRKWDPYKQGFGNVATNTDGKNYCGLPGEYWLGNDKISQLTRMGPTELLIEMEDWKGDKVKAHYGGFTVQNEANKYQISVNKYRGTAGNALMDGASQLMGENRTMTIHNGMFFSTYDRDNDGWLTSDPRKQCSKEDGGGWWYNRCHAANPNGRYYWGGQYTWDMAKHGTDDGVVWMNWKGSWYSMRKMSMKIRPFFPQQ
rCAG RNA binder = molecules binding r(CAG) RNA repeats | 370,000 tested, 1.3% active | r(CAG) RNA repeat, TO-PRO-1 dye displacement fluorescence | inhibition, % at 3 µM;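 active = inhibition above the plate cutoff, the mean of all test compounds on that plate plus 3 SD, cut at about 35% in these data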;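 note: 0% = DMSO alone and 100% = 100 µM mitoxantrone as full dye displacement; higher means more dye released from RNA so lower well fluorescence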
ARFGAP1 inhibitor = inhibitors of rat ARFGAP1; AID 651572; inhibition, % at 16.5 µM; 360,000 tested, 0.26% active; Arfgap1-stimulated ARF1 GTP hydrolysis, GDP FP detection; Q62848;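 active = inhibition above a per-plate limit, mean inhibition of low control wells plus 3 SD, cut at about 25% in these data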;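 note: 0% = DMSO wells with enzyme and 100% = wells lacking Arfgap1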
Target sequence (Q62848 1-136 limits assumed): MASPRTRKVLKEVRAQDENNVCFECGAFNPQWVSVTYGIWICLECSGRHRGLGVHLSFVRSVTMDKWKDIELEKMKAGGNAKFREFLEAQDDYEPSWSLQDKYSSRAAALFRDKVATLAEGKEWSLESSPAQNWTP
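Material: truncated rat Arfgap1 GAP domain; Incubation: compound-enzyme preincubation 20 min, reaction 120 min, detection 60 min, 25 °C; Read-out: percent inhibition of Arfgap1-stimulated GTP hydrolysis; Technique: FP, GDP Alexa 633 tracer displaced from anti-GDP antibody, 620/688 nm; Controls: No-Arfgap1 wells (100%) versus DMSO full-reaction wells (0%); Replication: single well per compound.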
HGIII-sPLA2 inh = Inhibits HGIII-sPLA2 liposome hydrolysis, primary screen; Q9NZ20; inhibition, % at 12.2 µM; QFRET BODIPY PC-A2 liposome hydrolysis, fluorescence; 370,000 tested, 0.56% active;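 active = inhibition above mean plus 3 SD of compounds lying within the high and low control bounds, cut at about 19% in these data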;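 note: 0% = median of test compound wells and 100% = no enzyme DMSO wells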
NPR1 activator = GC-A (human) enzyme activation. P16066. HEK293 GC-A cells, cGMP TR-FRET, EC30 ANP; 0% at EC30 ANP, 100% saturating ANP. activation, % at 10 µM. 370,000 tested, 0.14% active; in the data active = activation above about 40%
* marks the source's active call; other numbers are inactive results; . = no result given.

no.	SMILES	ASAP1 inh	ADAM10 inh	GC-B act	GAA850 FXN act	KLK7 zymogen act
1	Cc1ccc(CN2CC(N3CCC(Cc4ccccc4)CC3)CS2(=O)=O)cc1 (stereo not drawn)	-3	2	2	.	0.8
2	CCn1c(CNC(=O)c2ccccc2)nnc1SCC(=O)N1CCN(c2ccccc2)CC1	11	-4	1	0.2	-0.2
3	Cc1cnc(C(=O)N2CCCC(C(=O)c3ccc(C(C)(C)C)cc3)C2)cn1 (stereo not drawn)	3	2	1	1.9	0.4
4	C=CCOc1cccc(C2/C(=C(/O)c3ccc(Cl)cc3)C(=O)C(=O)N2CCN2CCOCC2)c1 (stereo not drawn)	-1	-4	2	3.5	0.0
5	CCC(C)N(NC(C)=O)c1nc(Cl)nc(NC(C)(C)C)n1 (stereo not drawn)	22	-4	1	0.3	0.6
6	O=C(NCCCN1CCOCC1)c1ccc(Cl)c([N+](=O)[O-])c1	-12	-2	-1	1.1	0.2
7	COc1ccccc1C(=O)OCC(=O)NC(=O)NC1CCCC1	9	-18	-2	0.1	0.5
8	Cc1ccc2c(nc3s/c(=C/c4cccs4)c(=O)n32)c1C	6	2	1	2.2	0.0

no.	DDE Tn6 FP inh	rCAG RNA binder	ARFGAP1 inhibitor	HGIII-sPLA2 inh	NPR1 activator
1	2	4	3	-1	6
2	0	-5	7	3	2
3	-1	-8	-4	0	4
4	6	13	2	-4	2
5	10	-6	1	4	4
6	2	-1	9	1	3
7	-2	-4	3	14	-2
8	9	6	-1	-6	0

Next part:
no.	SMILES	ASAP1 inh	ADAM10 inh	GC-B act	GAA850 FXN act	KLK7 zymogen act
9	O=C(O)c1ccc(-n2nncc2-c2ccccc2)cc1	-4	4	-1	0.4	0.0
10	O=C(NCCc1ccccc1)c1ccc(NC2=NC3CS(=O)(=O)CC3S2)cc1 (stereo not drawn)	10	-6	-3	0.6	0.0
11	CCCN1C(=O)/C(=C/c2ccc(C)s2)SC1=Nc1ccc(OC)cc1	-12	6	-8	0.2	0.7
12	Cc1c(C(=O)NCc2ccco2)oc2ccccc12	0	6	6	2.8	0.1
13	CCc1ccc(OCC(=O)Nc2cccc3c2CCCC3)cc1	11	-10	2	3.1	-0.5
14	COc1ccc(C(=O)Nc2nnc(S(=O)(=O)Cc3ccccc3)s2)cc1	2	-6	-1	1.5	0.2
15	CC(NC(=O)c1ccc(Br)s1)c1ccncc1 (stereo not drawn)	-1	-11	9	0.1	0.0
16	CC1CCN(c2nc(Cl)nc(Nc3ccc([N+](=O)[O-])cc3)n2)CC1	7	10	0	1.0	0.1

no.	DDE Tn6 FP inh	rCAG RNA binder	ARFGAP1 inhibitor	HGIII-sPLA2 inh	NPR1 activator
9	0	0	-5	0	-5
10	-1	5	-1	8	0
11	7	2	-4	11	-3
12	-6	-1	9	-4	1
13	9	-4	-4	6	4
14	-7	1	-11	3	-3
15	-1	3	-6	9	-2
16	1	3	17	3	67*

Later entries.
no.	SMILES	ASAP1 inh	ADAM10 inh	GC-B act	GAA850 FXN act	KLK7 zymogen act
17	COc1ccc(CC(=O)OCCN(C)C)cc1	0	-1	-7	-1.8	-0.6
18	Cc1cccc(NC(=O)Cn2c(O)c(N=NC(=O)c3ccncc3)c3ccccc32)c1	8	1	-2	-0.9	-0.7
19	COc1ccccc1NC(=O)c1ccccc1C(=O)O	0	-8	4	1.7	0.3
20	C=CCN(CC=C)Cc1c(C)[nH]c2c(C)c(C)ccc2c1=O	5	3	1	-0.8	0.1
21	CC(C)NCCCOc1ccc(C(C)(C)c2ccccc2)cc1	-2	-2	10	1.8	0.9
22	COc1cc(C(=O)NCc2ccncc2)cc(Br)c1OCc1ccccc1	-2	3	15	0.1	-0.3
23	COc1ccc(-c2nc3ccc(Cl)cn3c2Cc2ccc(C)cc2)cc1OC	-5	-39	-1	.	0.7
24	CCn1c(=O)c(C(=O)NCCN2CCCCC2)c(O)c2ccccc21	-1	-10	2	1.0	-0.1

no.	DDE Tn6 FP inh	rCAG RNA binder	ARFGAP1 inhibitor	HGIII-sPLA2 inh	NPR1 activator
17	1	-1	3	7	2
18	3	3	2	7	-4
19	0	-4	-19	8	1
20	-3	6	11	6	-3
21	2	2	-12	3	1
22	0	3	-4	-13	16
23	-8	33	8	-6	-3
24	4	-3	-8	1	0

(further entries)
no.	SMILES	ASAP1 inh	ADAM10 inh	GC-B act	GAA850 FXN act	KLK7 zymogen act
25	COc1cc(C)ccc1OCC(=O)NC1CCCCCC1	-1	-16	4	3.6	-0.7
26	COc1ccccc1NC(=O)CN1CCN(CC(=O)Nc2ccc3c(c2)OCO3)CC1	-13	-4	5	1.3	-0.2
27	CCOc1ccc(NC(=O)c2cn(CC(C)C)c(=O)c3c2c2ccccc2n3C)cc1	19	-1	-6	-0.3	-0.4
28	Cn1c(SCC(=O)NC2CCCCC2)nnc1-c1cccnc1	0	-11	0	0.6	0.1
29	CC(=O)N1CCN(C(=O)C2(NC(=O)Nc3cccc(F)c3)CCCCC2)CC1	-2	-7	4	3.4	-0.7
30	CCC(=O)Nc1ccccc1C(=O)N1CCN(Cc2ccccc2)CC1	14	-7	-1	-1.1	-0.9
31	CCN(CC)CCC(=O)N1c2ccccc2CCc2ccc(NC(=O)OC(C)C)cc21	8	-1	-2	1.4	0.7
32	CCN(CC(=O)NCc1ccc(Cl)cc1)C(=O)CSc1ccc(Br)cc1	9	3	-6	-1.3	0.1

no.	DDE Tn6 FP inh	rCAG RNA binder	ARFGAP1 inhibitor	HGIII-sPLA2 inh	NPR1 activator
25	2	-1	-12	-3	-2
26	1	0	0	-1	-6
27	-3	3	13	-1	-8
28	1	-2	-3	5	-1
29	2	2	-1	0	2
30	-1	-6	6	2	-1
31	2	-7	-12	-5	-1
32	7	-5	0	-28	-16

Next records
no.	SMILES	ASAP1 inh	ADAM10 inh	GC-B act	GAA850 FXN act	KLK7 zymogen act
33	COc1ccc(CCNC(=S)Nc2cc(C)ccc2C)cc1	-4	5	2	0.9	0.8
34	CCOC(=O)N1CCN(C(=O)CCNS(=O)(=O)c2cc(Br)cnc2N)CC1	2	-30	4	-3.9	-0.3
35	CC1CCN(C(=O)CSc2nc3c(c(=O)n(C)c(=O)n3C)n2C)CC1	-4	0	2	1.3	0.0
36	COC(=O)C1=C/CCCN(C(c2ccccc2)c2ccccc2)/C=C\1C(=O)OC	-7	-14	-8	-3.6	0.8
37	CC1CCc2onc(C(=O)NCc3ccco3)c2C1 (stereo not drawn)	3	3	2	-2.0	-0.2
38	O=Cc1ccc(OCCOc2ccc([N+](=O)[O-])cc2)cc1	-1	0	2	1.7	0.5
39	COc1ccc(C)cc1S(=O)(=O)N1CCN(S(=O)(=O)c2cc(C)ccc2OC)C(C)C1 (stereo not drawn)	2	8	-7	2.0	-0.1
40	CCN(CC)S(=O)(=O)c1cccc(C(=O)N/N=C2\CCCC(=O)C2)c1	3	-120	4	1.7	-1.1

no.	DDE Tn6 FP inh	rCAG RNA binder	ARFGAP1 inhibitor	HGIII-sPLA2 inh	NPR1 activator
33	-2	-6	16	14	-1
34	4	-2	17	2	4
35	4	-4	1	4	3
36	-3	5	2	-3	-8
37	-6	-3	1	-4	4
38	3	-2	0	-1	6
39	-2	-3	17	-16	3
40	8	-11	11	-204	-4

Other entries follow:
no.	SMILES	ASAP1 inh	ADAM10 inh	GC-B act	GAA850 FXN act	KLK7 zymogen act
41	O=[N+]([O-])c1cc(C(F)(F)F)ccc1Sc1ccccn1	-10	-1	7	2.7	-0.5
42	O=C(Nc1cccn(Cc2ccccc2)c1=O)NC1CCCCC1	0	-53	3	-0.1	0.1
43	COCc1nnc(NC(=O)CC(C)C)s1	-11	-1	9	0.1	0.2
44	O=[N+]([O-])c1ccc(-c2c[nH]c(=S)[nH]2)cc1	0	14	-1	0.8	-0.2
45	O=C(/C=C/c1ccc(F)cc1)NCCc1ccc2c(c1)OCCO2	-6	4	2	-1.2	0.6
46	Cc1cc(NC(=O)c2ccco2)ccc1NC(=O)c1ccco1	-15	8	0	1.5	-0.6
47	NC(=O)c1cc(S(=O)(=O)N2CCCC2)ccc1OCCOc1ccccc1	-6	-13	5	-0.4	-0.1
48	O=c1[nH][nH]cc1C=Nc1ccc(Cl)cc1	-3	-22	-1	3.1	1.4

no.	DDE Tn6 FP inh	rCAG RNA binder	ARFGAP1 inhibitor	HGIII-sPLA2 inh	NPR1 activator
41	1	-5	-5	3	2
42	2	-6	4	0	-1
43	0	0	1	2	1
44	2	30	-5	6	-8
45	4	-5	-4	2	-3
46	-3	3	1	1	2
47	-2	-1	4	8	-4
48	-4	1	36*	3	0

Continuation:
no.	SMILES	ASAP1 inh	ADAM10 inh	GC-B act	GAA850 FXN act	KLK7 zymogen act
49	CC1(C)CC(=O)N(CC(=O)N2CCN(c3ccc(F)cc3)CC2)c2ccccc2S1(=O)=O	.	-5	0	.	0.7
50	O=C(Nc1ccc(Cl)cc1)NC1CCCCC1Cc1ccco1 (stereo not drawn)	-6	10	3	0.2	0.0
51	CN(Cc1ccccc1)S(=O)(=O)c1ccc(NC(=S)NC(=O)C2CCCCC2)cc1	1	6	-8	0.4	0.8
52	CC(C)Oc1ccc(CN2CCC2(C)C(=O)Nc2cnc3ccccc3c2)cc1 (stereo not drawn)	4	-10	-1	2.0	-0.1
53	Cc1ccc(O)c(Nc2nc(-c3ccccc3)nc3ccccc23)c1	-8	6	2	1.5	0.0

no.	DDE Tn6 FP inh	rCAG RNA binder	ARFGAP1 inhibitor	HGIII-sPLA2 inh	NPR1 activator
49	2	4	.	-1	4
50	-8	3	10	-11	-2
51	2	5	-3	0	-7
52	-3	-2	14	-7	-3
53	8	19	3	-7	3

Entries above containing a Cl atom:
no.	SMILES	ASAP1 inh	ADAM10 inh	GC-B act	GAA850 FXN act	KLK7 zymogen act
4	C=CCOc1cccc(C2/C(=C(/O)c3ccc(Cl)cc3)C(=O)C(=O)N2CCN2CCOCC2)c1 (stereo not drawn)	-1	-4	2	3.5	0.0
5	CCC(C)N(NC(C)=O)c1nc(Cl)nc(NC(C)(C)C)n1 (stereo not drawn)	22	-4	1	0.3	0.6
6	O=C(NCCCN1CCOCC1)c1ccc(Cl)c([N+](=O)[O-])c1	-12	-2	-1	1.1	0.2
16	CC1CCN(c2nc(Cl)nc(Nc3ccc([N+](=O)[O-])cc3)n2)CC1	7	10	0	1.0	0.1
23	COc1ccc(-c2nc3ccc(Cl)cn3c2Cc2ccc(C)cc2)cc1OC	-5	-39	-1	.	0.7
32	CCN(CC(=O)NCc1ccc(Cl)cc1)C(=O)CSc1ccc(Br)cc1	9	3	-6	-1.3	0.1
48	O=c1[nH][nH]cc1C=Nc1ccc(Cl)cc1	-3	-22	-1	3.1	1.4
50	O=C(Nc1ccc(Cl)cc1)NC1CCCCC1Cc1ccco1 (stereo not drawn)	-6	10	3	0.2	0.0

no.	DDE Tn6 FP inh	rCAG RNA binder	ARFGAP1 inhibitor	HGIII-sPLA2 inh	NPR1 activator
4	6	13	2	-4	2
5	10	-6	1	4	4
6	2	-1	9	1	3
16	1	3	17	3	67*
23	-8	33	8	-6	-3
32	7	-5	0	-28	-16
48	-4	1	36*	3	0
50	-8	3	10	-11	-2
